EBV gp42 block = blocks Epstein-Barr virus glycoprotein 42 binding; Q1HVG2; Fluorescence polarization binding assay, mP read-out; inhibition, % (tested at 21.74 µM); 220,000 compounds, 0.42% hits; AID 1085; in the data active = inhibition above about 50%
CHOP inhibitor = blocks CHOP induction under ER stress; CHO-K1 CHOP-promoter luciferase, tunicamycin-induced, 15-18 h; inhibition, % at 10 µM; 220,000 compounds, 3.8% hits;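 active = compounds that reduced the stress-induced luciferase reporter signal by more than about 70% of percent inhibition, limit read from the data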;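 also: 0% = tunicamycin plus vehicle and 100% = wells without tunicamycin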
Runt-SMMHC FRET = Runt domain-CBFb-SMMHC interaction inhibition | Q01196+Q13951 | Cerulean-Runt/Venus-CBFb-SMMHC FRET ratio 530/480, 1 h | inhibition, % at 20 µM | 220,000 compounds, 0.74% hits | AID 1434;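 active = mean inhibition across duplicate retests at 20 µM reaching about 50%, limit read from the data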;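 also: 0% = DMSO wells and 100% = wells with excess untagged CBFb-SMMHC; inhibitors lower the FRET ratio by blocking Runt binding to CBFb-SMMHC; some results filed as inactive read as strong as hits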
Target sequence (Q01196 whole entry, looked up, the tested form may be a part): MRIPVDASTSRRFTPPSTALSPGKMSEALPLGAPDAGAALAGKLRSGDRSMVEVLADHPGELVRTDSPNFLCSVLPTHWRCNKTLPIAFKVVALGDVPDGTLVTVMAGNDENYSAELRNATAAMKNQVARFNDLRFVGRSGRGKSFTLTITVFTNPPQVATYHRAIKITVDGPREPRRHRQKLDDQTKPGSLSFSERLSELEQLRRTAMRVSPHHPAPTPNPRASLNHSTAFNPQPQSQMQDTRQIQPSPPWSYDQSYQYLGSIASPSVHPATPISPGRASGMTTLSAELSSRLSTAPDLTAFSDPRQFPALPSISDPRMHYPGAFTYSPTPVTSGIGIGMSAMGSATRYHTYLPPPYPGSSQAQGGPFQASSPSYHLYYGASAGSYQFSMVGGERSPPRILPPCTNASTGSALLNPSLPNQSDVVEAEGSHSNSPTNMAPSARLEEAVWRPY
Target sequence (Q13951 whole entry, looked up, the tested form may be a part): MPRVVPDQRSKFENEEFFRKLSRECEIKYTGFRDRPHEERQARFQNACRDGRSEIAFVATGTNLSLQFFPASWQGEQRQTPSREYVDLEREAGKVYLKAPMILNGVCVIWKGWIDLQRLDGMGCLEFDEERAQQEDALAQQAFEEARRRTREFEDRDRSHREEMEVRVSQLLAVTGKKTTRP
TRPML3 ag = human mucolipin-3 channel agonism; AID 1448; 220,000 compounds, 0.29% hits; activation, % at 3 µM; Q8TDD5; HEK293 TRPML3-YFP, Fluo-8 calcium fluorescence; 100% = the carbachol control signal;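 active = activation above its plate's cutoff, the mean activation of the plate's test wells plus 3 SD, cut at about 12% in these data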;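 also: 0% = DMSO only wells and 100% = carbachol wells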
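Material: TRPML3-YFP stable HEK293 cells | Dosing: One concentration, 3 µM nominal, 0.3% DMSO | Timing: 125 s total fluorescence read per well | Technique: Fluo-8 calcium dye fluorescence, ex 470-495, em 515-575 nm | Measure: Percent activation from peak-to-basal fluorescence ratio, scaled between DMSO and carbachol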
PPC-1+TRAIL kill = kills PPC-1 cancer cells in the presence of TRAIL. PPC-1 cells + TRAIL, ATPLite viability luminescence. cell killing (% activity), % at 4 µM. 220,000 compounds, 0.41% hits. AID 1443;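 active = cell killing above 50% in the first pass at 4 µM, then a duplicate retest at 5 µM averaging 50% or more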;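 also: plate controls were cells with TRAIL plus DMSO for no effect and medium-only wells lacking cells for full effect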
TNF death inh = TNF-alpha cell death inhibition in Jurkat FADD-/- cells. Jurkat FADD-/- TNF necroptosis rescue, ATP luminescence, 24 h; 0 = TNF only, 100 = no-TNF cells. activation (protection from cell death), % at 10 µM. 220,000 compounds, 0.068% hits. AID 463075;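 active = activation, meaning protection from cell death, of at least 50% relative to plate controls; inactive = activation below 50%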;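 also: necroptosis triggered by 40 ng/mL TNF-alpha added together with compound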
MDM2 E3 inh = inhibitors of human Mdm2 E3 ubiquitin ligase. cell-based MDM2 ubiquitination luciferase reporter, 2 h; 0 = plate control, 100 = twice control, blank-subtracted. 210,000 compounds, 0.11% hits. signal enhancement, % at 5 µM. AID 1230;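 active = signal enhancement of 30% or more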;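 also: luminescence tracks abundance of the self-degrading MDM2-luciferase fusion protein; higher signal means inhibition of MDM2 E3 ligase activity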
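Assay system: stable mammalian line carrying autodegrading MDM2–luciferase fusion reporter; amount: 2000 cells seeded into each well; buffer or medium: DMEM; benchmarks: plate control and blank wells; signal: luciferase luminescence; timing: 2 h compound exposure at 37 °C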
zfTRPN1 agonist = agonists of zebrafish TRPN1 channel | HEK293 zebrafish TRPN1-YFP, Fluo-8 calcium fluorescence; 100% = response to 87 µM carbachol | activation, % at 3 µM | 220,000 compounds, 0.18% hits | AID 1424;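 active = activation above its plate's cutoff, the mean activation of test wells on that plate plus 3 SD, cut at about 19% in these data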;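 also: 0% = DMSO alone and 100% = 87 µM carbachol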
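Material – zebrafish TRPN1-YFP in HEK293 cells · Doses – 3 µM single point · Schedule – dye 1 h 37 °C plus 30 min RT · Signal – Fluo-8 calcium fluorescence, excitation 470-495 nm, emission 515-575 nm · Read-out – % activation versus carbachol response · Control set – carbachol high, DMSO low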
NCF1 inh = inhibitors of human p47phox binding; inhibition, % at 24.7 µM; p47phox/p22phox peptide binding, fluorescence polarization, 2 h; AID 1274; 220,000 compounds, 0.53% hits; P14598;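 active = inhibition above about 30%, limit read from the data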;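 also: 0% = p47phox with labelled peptide and 100% = labelled peptide alone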
Target sequence (P14598 whole entry, looked up): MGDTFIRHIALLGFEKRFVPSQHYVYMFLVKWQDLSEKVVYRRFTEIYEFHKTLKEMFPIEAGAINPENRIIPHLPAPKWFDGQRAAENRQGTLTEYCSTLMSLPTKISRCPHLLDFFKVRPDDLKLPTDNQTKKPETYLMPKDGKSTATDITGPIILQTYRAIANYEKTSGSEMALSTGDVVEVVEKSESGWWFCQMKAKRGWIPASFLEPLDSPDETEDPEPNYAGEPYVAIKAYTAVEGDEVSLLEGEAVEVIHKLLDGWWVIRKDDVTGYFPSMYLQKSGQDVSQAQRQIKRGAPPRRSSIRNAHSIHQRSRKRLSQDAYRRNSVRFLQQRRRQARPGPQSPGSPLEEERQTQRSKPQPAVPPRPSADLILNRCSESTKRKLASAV
Numbers without * were called inactive; x = no result given; [ ] = another dose, or the depositor's remark.

Order of values: EBV gp42 block	CHOP inhibitor	Runt-SMMHC FRET	TRPML3 ag	PPC-1+TRAIL kill	TNF death inh	MDM2 E3 inh	zfTRPN1 agonist	NCF1 inh
> CCCC(OC(=O)CN1C(=O)COc2ccccc21)C(=O)NC1CCCC1 (configuration not stated)
 : 2	0	-3	1.1	18	2.0	-1	-0.2	-6
> CCNC(=S)N1CCC(c2nc3ccccc3s2)CC1
 : -19	11	1	1.3	-6	-6.7	-13	2.7	-23
> O=c1[nH]c(O)c(C=Nc2ccc(Cl)cc2Cl)c(=O)[nH]1
 : -15	18	-2	0.7	2	-9.3	-6	-1.8	-8
> O=C(Cc1ccccc1)N/N=C/c1ccc2c(c1)OCO2
 : -21	-34	0	0.4	3	2.0	-13	-1.4	-11
> CCC1(c2ccc(Cl)cc2)NC(=S)N(c2ccc(C)c(C)c2)N1 (configuration not stated)
 : 0	-13	4	1.2	-8	1.9	-1	0.9	-18
> CCCC(=O)Nc1ccc(NC(=O)C2CC2)cn1
 : 9	-4	-3	0.0	-4	0.4	-16	-0.1	5
> CC(C)c1c(O)c2c(n(-c3ccccc3)c1=O)CCCC2
 : 8	2	-2	-0.1	30	2.1	1	0.2	-4
> CCOC(=O)CNC(=O)CSc1nnc(Cn2c(=O)sc3ccccc32)n1C
 : 0	-2	0	0.1	-24	1.4	-7	1.4	-1
> Nc1nn2c(-c3ccccc3)cc(=O)[nH]c2c1N=Nc1ccc(Br)cc1
 : 60*	69	-16	0.7	40	-7.1	2	1.8	22
> O=C(CC1C(=O)NCCN1Cc1ccc(-c2ccccc2)cc1)NCCc1ccccn1 (configuration not stated)
 : 5	22	-8	0.9	11	-0.2	-5	-1.3	-6
> CCOC(=O)N1CCN(CC(O)COc2ccc(OC)cc2C(C)(C)C)CC1 (configuration not stated)
 : 4	26	0	0.1	25	-0.1	5	1.0	-1
> Cc1nn(-c2ccc(F)cc2)c2sc(C(=O)O)cc12
 : -3	18	-2	-0.3	17	-0.9	-13	0.5	-2
> CC1CC(=O)NN=C1c1ccc(NCCO)c([N+](=O)[O-])c1 (configuration not stated)
 : -4	-32	5	-0.2	4	-6.5	-32	0.9	-14
> O=C(C1=C[C@H](c2ccc(Br)cc2)C[C@H](OCc2ccc(CO)cc2)O1)N1CCN(Cc2ccc3c(c2)OCO3)CC1
 : -5	48	7	0.3	-1	0.6	x	-0.4	-32
> CN1C(=O)C(N=Nc2ccccc2C(=O)O)N(C)C1=S (configuration not stated)
 : -57	11	-96	2.1	2	-0.5	-8	4.4	-22
> CCN(CC)C(=O)c1c([N+](=O)[O-])c(C(C)(C)C)nn1C
 : 2	-22	0	0.7	12	0.1	-5	1.2	-3
> CC1CCC(NC(=O)Cn2cc3c(n2)CCCC3)CC1 (configuration not stated)
 : -7	6	0	0.0	-13	1.0	-11	0.5	-8
> O=C(NN1CCOCC1)c1cn(-c2ccccc2)nc1-c1cccs1
 : -14	-10	0	-0.5	-1	0.7	x	0.9	-13
> Cc1ccc(/C=N/n2cnc3sc(-c4ccccc4)cc3c2=O)o1
 : -7	-1	-2	1.1	16	-0.1	1	-0.5	-10
> COc1cccc(C2CC(=O)C3=C(C2)Nc2ccccc2N(C(=O)CCC(=O)O)C3c2ccc(F)cc2)c1 (configuration not stated)
 : -15	23	2	0.7	16	1.1	x	0.6	-3

Of the compounds above, these have a Cl atom.
Order of values: EBV gp42 block	CHOP inhibitor	Runt-SMMHC FRET	TRPML3 ag	PPC-1+TRAIL kill	TNF death inh	MDM2 E3 inh	zfTRPN1 agonist	NCF1 inh
> O=c1[nH]c(O)c(C=Nc2ccc(Cl)cc2Cl)c(=O)[nH]1
 : -15	18	-2	0.7	2	-9.3	-6	-1.8	-8
> CCC1(c2ccc(Cl)cc2)NC(=S)N(c2ccc(C)c(C)c2)N1 (configuration not stated)
 : 0	-13	4	1.2	-8	1.9	-1	0.9	-18

Going on with the list:
Order of values: EBV gp42 block	CHOP inhibitor	Runt-SMMHC FRET	TRPML3 ag	PPC-1+TRAIL kill	TNF death inh	MDM2 E3 inh	zfTRPN1 agonist	NCF1 inh
> CCOc1cc(N2CCOCC2)c(OCC)cc1NC(=O)c1ccc(S(=O)(=O)N(C)C)cc1
 : -21	-20	0	1.0	-2	5.3	x	2.5	-5
> C=C(C)CSc1nc2ccccc2[nH]1
 : -10	-20	0	-0.3	12	4.4	-7	-0.4	-4
> Cc1scc(C(=O)N/N=C/c2ccc(OC(C)C)cc2)c1C
 : -4	6	0	0.0	45	-3.1	-8	-1.4	-1
> O=C(CSc1nccn1-c1ccccc1)NCc1ccc(F)cc1
 : -8	11	2	0.4	-16	0.7	-6	0.0	-7
> Cc1ccc(/C=C/c2nc3ccccc3[nH]2)o1
 : -5	4	-106	1.4	12	-6.3	-54	1.0	-14
> O=C(NCCCl)Nc1cccnc1Cl
 : -15	-1	1	0.6	2	-0.3	-7	1.2	2
> CCOc1cc(C=O)ccc1OCCCN1C(=O)NC(C)(C)C1=O
 : -24	-15	-2	0.5	6	1.2	-1	2.1	-8
> COc1ccc(-c2c(NC(C)=O)n(C)c3ccccc3c2=O)cc1
 : -6	-18	3	0.4	-10	0.8	-4	1.7	-8
> c1ccc(Cc2nn[nH]n2)cc1
 : -9	8	-2	0.2	9	-0.1	10	-0.9	-7
> COc1ccc(NC(=O)C(Sc2nnc3ccccn23)c2ccccc2)cc1Cl (configuration not stated)
 : -11	20	-2	-0.2	5	2.7	-10	-1.1	-6
> CCN(CC)CCn1c(SCC(=O)NCCC2=CCCCC2)nc2c(sc3ccccc32)c1=O
 : 2	40	-2	0.1	-20	2.9	-11	-2.0	6
> Nc1cc(=O)[nH]c(SCc2csc(-c3ccccc3)n2)n1
 : -12	12	2	0.6	13	0.3	5	1.4	-14
> COc1ccc(C=O)cc1COc1c(F)c(F)cc(F)c1F
 : 8	45	0	0.1	20	-10	-2	-0.9	1
> NC(=O)CSc1nnc(Cc2ccc3c(c2)OCO3)o1
 : 9	2	-4	-0.4	-13	0.1	-7	2.8	3
> CCN1CCN(CC(=O)N2N=C(c3cccs3)CC2c2ccc(OC)cc2)C(=O)C1=O (configuration not stated)
 : -4	-2	-4	1.0	10	1.0	-11	0.5	1
> CCCNC(=O)CSc1nc(COc2ccccc2)nc2ccccc12
 : -12	-9	0	-0.9	2	0.7	-4	-2.5	-5
> CCC(C)NC(=O)c1nc2c(nnn2Cc2ccccc2Cl)c(=O)[nH]1 (configuration not stated)
 : -5	-23	2	0.5	2	0.7	1	-1.2	0
> N#Cc1c(N)nc(SCC(=O)NC2CCCCC2)c(C#N)c1-c1ccc(Cl)cc1
 : -19	20	6	0.0	-11	0.4	-7	0.3	14
> N#C/C(=C\c1cccnc1)c1ccc(Br)cc1
 : -12	32	-2	0.3	-4	1.6	-7	-1.4	-8
> Cc1cc(NC(=O)COC(=O)c2ccc(S(=O)(=O)N3CCCC3)cc2)no1
 : -6	0	2	0.3	-3	-0.1	9	-0.4	-5
> CCc1ccccc1NC1c2ccccc2C(=O)N1c1cc(C)ccn1 (configuration not stated)
 : -13	22	0	-0.5	-9	1.2	-8	-1.7	-6
> Cc1noc(C)c1COc1ccc(C(=O)NCC2CCCO2)cc1 (configuration not stated)
 : -17	-1	-2	0.8	6	-0.9	-6	1.5	-6
> CC(C)OP(=O)(OC(C)C)C(NC(=O)c1cccc([N+](=O)[O-])c1)C(N)=O (configuration not stated)
 : -22	10	1	0.7	-10	-0.2	-16	-0.3	-3
> O=C(CC(Nc1ccc(Cl)cc1Cl)C(=O)O)c1ccccc1 (configuration not stated)
 : -4	7	-2	0.4	3	0.2	-66	0.7	-4
> O=C(NC1CCCCC1)C(c1ccco1)N(Cc1cccs1)C(=O)Cn1nnc2ccccc21 (configuration not stated)
 : x	x	-5	0.1	13	-6.3	x	-0.8	x
> CC(=O)N1CCN(c2ccc(Oc3nnnn3-c3ccccc3)cc2)CC1
 : -17	11	4	1.4	22	-1.5	-17	2.6	-5
> O=C(NCc1cccnc1)C1CCC(CNS(=O)(=O)c2ccc(Cl)cc2)CC1 (configuration not stated)
 : -31	7	0	0.2	-2	2.3	5	0.6	-10
> CCc1nc(SCc2ccc(F)cc2)[nH]c(=O)c1C#N
 : -8	5	-4	0.0	22	0.5	3	0.3	-8
> CC1=C(O)C(=O)OC1c1c(Cl)cccc1Cl (configuration not stated)
 : -9	8	0	0.6	-5	-1.5	-4	0.2	3
> CC1CCCCN1S(=O)(=O)c1ccc2c(c1)CCN2C(=O)CCC(=O)O (configuration not stated)
 : -10	-38	-2	0.5	6	-0.5	-40	0.6	-2
> O=C(Nc1cccnc1)/C(N=Nc1ccc(Cl)c(C(F)(F)F)c1)=C(\O)c1ccccc1
 : -5	9	-6	-0.2	9	-1.2	0	-0.9	-26
> Cc1c(NP(=O)(Oc2ccccc2F)Oc2ccccc2F)c(=O)n(-c2ccccc2)n1C
 : -16	46	1	0.9	16	0.5	-1	-1.0	-1
> O=C(CCCOc1ccc(Cl)cc1)Nc1nncs1
 : 3	2	3	-0.5	9	-1.1	-8	-0.4	-5
> CCOC(=O)C1=C(O)/C(=C\c2cc(C)n(-c3ccc(F)cc3)c2C)N=C1C
 : 24	8	14	1.0	x	0.5	2	1.3	-85
> O=C(NCC1CCN(S(=O)(=O)c2ccccc2)CC1)Nc1ccccc1
 : -2	-4	0	0.4	8	3.1	-10	2.1	-6
> O=C1CC(N2CCOCC2)=NN1c1ccc([N+](=O)[O-])cc1
 : -17	18	-6	0.9	4	2.6	-6	2.1	-12
> CSC(=O)CC(=O)NC(=O)c1ccccc1
 : -23	2	5	0.6	9	-1.9	-9	-1.4	-33
> O=C(O)CC12CC3CC(C1)CC(n1cncn1)(C3)C2
 : 0	-10	0	0.9	7	-1.1	1	1.4	-5
> COc1cccc(Oc2ccc(OC)cc2C(=O)O)c1
 : -2	1	-3	0.6	-13	0.2	0	-1.1	-14
> N=c1n(CCCOc2ccc(Br)cc2)c2ccccc2n1CC(N)=O
 : -1	-1	-1	0.2	-3	1.3	-15	-0.8	8
> O=c1c2c(-c3ccccc3)csc2nc2c3ccccc3c(NCCN3CCOCC3)nn12
 : -13	106*	15	0.4	-6[5 µM]	-26	-28	-0.8	74*
> COC(=O)CSc1nnc(CNC(=O)c2ccc(OC)c(OC)c2)n1C
 : -5	6	1	0.4	10	-0.8	-4	0.7	2
> Cc1cccc2c3nc4ccccc4nc3n(CCCN3C(=O)c4ccccc4C3=O)c12
 : 83*	6	-114	0.4	-24	-1.7	-3	1.0	-2
> Cc1noc(COc2ccccc2OCC(O)CNC(C)(C)C)n1 (configuration not stated)
 : -23	-1	-1	0.1	-4	0.0	-6	0.9	-2
> COc1cccc(CNC(=O)CC2Sc3ccccc3NC2=O)c1 (configuration not stated)
 : -8	10	0	-0.2	-19	0.5	-1	0.2	-4

Bioassay records from PubChem BioAssay.
